Bioassay records: PubChem, National Center for Advancing Translational Sciences (NCATS)
Pol iota inh – qHTS for Inhibitors of Polymerase Iota; Potency, µM (series often up to 115 µM), for the others: at the highest dose activity, negative = inhibition, hits mostly inhibitors; DNA polymerase iota (Homo sapiens), Q9UNA4; Pol iota fluorescent replication assay, 10 min; 390,000 tested, 1% active
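Pol iota at 10 nM preincubated 15 min with compounds at room temperature; reaction started with fluorescent substrate, 50 nM final. Fluorescence read kinetically at 0 and 10 min; buffer-only wells as negative control.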
POLH inh – qHTS for Inhibitors of Polymerase Eta | DNA polymerase eta (Homo sapiens), Q9Y253 | recombinant Pol eta, fluorescent DNA replication assay | Potency, µM (doses to about 114 µM), without a hit: top-dose activity change, negative = inhibition, actives largely listed as inhibitors | 390,000 tested, 1.2% active | AID 588591, 2011; further: on the % scale 0 is the no-effect control and ±100 the full control effect
Target sequence (Q9Y253 whole entry, looked up): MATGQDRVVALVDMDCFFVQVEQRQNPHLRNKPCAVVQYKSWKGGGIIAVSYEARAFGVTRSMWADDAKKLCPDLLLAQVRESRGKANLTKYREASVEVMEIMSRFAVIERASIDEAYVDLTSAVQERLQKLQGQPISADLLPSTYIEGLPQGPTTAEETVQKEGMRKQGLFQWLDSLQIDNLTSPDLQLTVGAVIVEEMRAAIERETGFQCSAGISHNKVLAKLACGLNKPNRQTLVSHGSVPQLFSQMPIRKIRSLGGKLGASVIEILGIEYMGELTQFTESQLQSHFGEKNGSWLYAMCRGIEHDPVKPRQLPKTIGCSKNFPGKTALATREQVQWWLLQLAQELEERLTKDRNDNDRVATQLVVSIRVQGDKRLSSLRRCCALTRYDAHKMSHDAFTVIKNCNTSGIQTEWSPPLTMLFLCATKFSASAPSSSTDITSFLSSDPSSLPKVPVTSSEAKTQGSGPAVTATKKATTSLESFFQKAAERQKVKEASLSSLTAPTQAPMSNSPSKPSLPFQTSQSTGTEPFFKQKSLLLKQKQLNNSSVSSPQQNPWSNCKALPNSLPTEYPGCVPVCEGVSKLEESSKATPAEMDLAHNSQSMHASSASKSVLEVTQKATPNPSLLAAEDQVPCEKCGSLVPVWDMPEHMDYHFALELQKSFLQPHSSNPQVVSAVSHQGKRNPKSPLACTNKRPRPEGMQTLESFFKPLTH
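Pol eta (10 nM) was preincubated with compounds for 15 min at room temperature, after which fluorescent replication substrate (50 nM final) was added to start the reaction. Fluorescence was read kinetically at 0 and 10 min.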
APEX1 inh – qHTS Assay for Inhibitors of the Human Apurinic/apyrimidinic Endonuclease 1 (APE1) | 350,000 tested, 0.35% active | DNA repair nuclease/redox regulator APEX1 (Homo sapiens), P27695 | Potency, µM (series often up to 65.8 µM), without a hit: at the highest dose activity change, negative = inhibition, usual class: inhibitors | recombinant APE1, TAMRA/BHQ-2 abasic DNA cleavage fluorescence;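 further: plate controls were vehicle for no effect and reference inhibitor for full effect; nearly all actives have a fitted effect of over 55% in size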
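APE1 at 0.75 nM preincubated 15 min at room temperature with compound. Reaction then started with 50 nM double-stranded THF-abasic substrate labelled with TAMRA/BHQ-2, and 525/598 nm fluorescence read kinetically. Activity taken as third-minus-first read difference, normalized to DMSO and NSC13755 controls.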
POLK inh – qHTS for Inhibitors of Polymerase Kappa; DNA polymerase kappa (Homo sapiens), Q9UBT6; purified Pol kappa, fluorescent DNA synthesis assay, 10 min; Potency, µM (doses to about 107 µM), inactives show at the highest dose activity, negative = inhibition, usual class: inhibitors; 400,000 tested, 0.53% active; AID 588579, 2011; further: on the % scale 0 is the no-effect control and ±100 the full control effect
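Readout: fluorescence, taken kinetically at 0 and 10 min. Conditions: 10 nM Pol kappa, 15 min RT compound preincubation, 50 nM substrate final. Controls: enzyme-free buffer wells.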
G9a block – qHTS Assay for Inhibitors of Histone Lysine Methyltransferase G9a | Histone-lysine N-methyltransferase EHMT2 (Homo sapiens), Q96KQ7 | G9a H3K9 monomethylation, AlphaScreen, 2 h | Potency, µM (highest dose often 102 µM), inactives show top-dose activity, negative = inhibition, usual class: inhibitors | 350,000 tested, 8.8% active; further: on the % scale 0 is the no-effect control and ±100 the full control effect; nearly all actives have a fitted effect of over 75% in size
Target sequence (Q96KQ7 913-1193 limits assumed): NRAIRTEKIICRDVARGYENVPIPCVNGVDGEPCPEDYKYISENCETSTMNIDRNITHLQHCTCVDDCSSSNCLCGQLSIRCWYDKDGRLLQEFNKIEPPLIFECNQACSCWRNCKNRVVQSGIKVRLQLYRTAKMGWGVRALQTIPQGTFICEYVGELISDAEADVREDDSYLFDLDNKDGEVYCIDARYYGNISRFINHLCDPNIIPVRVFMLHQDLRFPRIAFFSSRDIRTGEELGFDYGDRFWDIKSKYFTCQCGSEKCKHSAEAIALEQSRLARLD
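Using a bead-based AlphaScreen, monomethylated H3K9 product from 2 h room-temperature reactions (G9a 20 nM, peptide 500 nM, SAM 20 uM) was detected with 0.5 ug/mL rabbit anti-H3K9me1 antibody.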
JMJD2A Tudor inh – qHTS Assay for Inhibitors of JMJD2A-Tudor Domain. Lysine-specific demethylase 4A (Homo sapiens), O75164. AlphaScreen JMJD2A-Tudor / H3K4me3 peptide binding. Potency, µM (highest dose often 114 µM), for the others: top-dose activity change, negative = inhibition, usual class: inhibitors. 390,000 tested, 4.4% active. AID 504339, 2011; further: on the % scale 0 is the no-effect control and ±100 the full control effect; nearly all actives have a fitted effect of over 50% in size
BLM inh – qHTS Assay for Inhibitors of Bloom's syndrome helicase (BLM) | Potency, µM (top dose mostly 56.1 µM), inactives show top-dose activity change, negative = inhibition, actives largely listed as inhibitors | recombinant BLM DNA unwinding, fluorescence dequenching | RecQ-like DNA helicase BLM (Homo sapiens), P54132 | AID 2528, 2010 | 350,000 tested, 0.2% active;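 further: plate controls were vehicle for no effect and no enzyme for full effect; nearly all actives have a fitted effect of over 35% in size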
BAZ2B inh – qHTS Assay for Inhibitors of BAZ2B. Potency, µM (highest dose often 114 µM), for the others: at the top dose activity change, negative = inhibition, actives largely listed as inhibitors. AlphaScreen BAZ2B-H3K14Ac peptide displacement. 360,000 tested, 4.4% active. Bromodomain adjacent to zinc finger domain protein 2B (Homo sapiens), Q9UIF8; further: on the % scale 0 is the no-effect control and ±100 the full control effect; nearly all actives have a fitted effect of over 60% in size
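Compounds, titrated to a top concentration of 110 uM, were incubated 30 min at room temperature with preformed BAZ2B/acetyl-K14 H3 peptide complex (50 nM each). Proximity signal was measured by AlphaScreen after 20 min with beads.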
POLB inh – qHTS Assay for Inhibitors of DNA Polymerase Beta; Pol beta primer extension/strand displacement, fluorescence kinetic; Potency, µM (series often up to 114 µM), for inactives: at the top dose activity change, negative = inhibition, most hits filed as inhibitors; 340,000 tested, 1.3% active; further: on the % scale 0 is the no-effect control and ±100 the full control effect
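Kinetic readout of DNA synthesis with strand displacement by Pol beta. Compound and 10 nM enzyme sit 15 min at room temperature; 50 nM substrate starts the reaction, read immediately and at 10 min.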
An asterisk follows results filed as active; ? = inconclusive; . = not tested or not shown; [ ] = dose if it differs, or a comment. The call rests on the fitted dose curve; in most records, active means well fitted curve in the direction sought with a large enough effect; inconclusive means small, poorly fitted or top-dose-only effect, or another doubt; inactive means no such curve, though single readings can be large; an effect the other way counts as inactive or inconclusive. Potency means the concentration at half of the fitted maximal effect. Not all compounds are listed; rates above refer to the full screens.

SMILES	Pol iota inh	POLH inh	APEX1 inh	POLK inh	G9a block	JMJD2A Tudor inh	BLM inh	BAZ2B inh	POLB inh
CCn1c2ccccc2c2cc(NC(=O)CSc3nnc(-c4cccc(F)c4)o3)ccc21	-3%	-3%	-7%	-14%	-38%[12.7 µM]	-10%	0%	-24%	20%
CCOc1ccc(Cl)cc1S(=O)(=O)NC1CCCC1	-21%	-18%	-5%	-4%	.	-4%	-3%	-17%	3%
CCOC(=O)N1CCN(C(=O)COc2ccc3c(c2)C(=O)CC2(CCN(C(C)=O)CC2)O3)CC1	-8%	-2%	16%	0%	-6%[59 µM]	-2%	-1%	15%	5%
Nc1ccc(C(=O)Oc2ccccc2)c(O)c1	.	.	2%	-5%[60.1 µM]	32%[59 µM]	.	-9%	.	.
O=C(Nc1ccc(Cl)cc1C(=O)NCC1CCCO1)c1ccco1 (stereo not given)	15%	-17%	-1%	-6%	-5%[59 µM]	0%	5%	?	32%[activator]
Cc1ccccc1NC(=O)/C(=C/c1cccs1)NC(=O)c1ccco1	20%	-14%	0%	3%	23%[59 µM]	-2%	-2%	-22%	-7%
C[C@@H]1C(=O)N(S(=O)(=O)c2ccc([N+](=O)[O-])cc2)[C@H]1c1ccc(F)cc1	0%	.	0%	-2%	.	-5%	-1%	.	.
CC(C)(C)OC(=O)C(C1NC(C(=O)O)C(C)(C)S1)N1C(=O)c2ccccc2C1=O (stereo not given)	65%[activator]	-21%	.	-14%	.	?	.	.	.
COc1ccc(OC)c(CCNc2ncnc3onc(-c4ccc(Cl)cc4)c23)c1	-7%	-15%	.	2%	-37%[59 µM]	-20%	-2%	1%[57.1 µM]	0%
Cn1c(N)c(S(=O)(=O)N2CCN(c3ccccc3)CC2)c(=O)n(C)c1=O	18%	-17%	4%	6%	5%	-5%	-13%	6%	34%
CCCn1nnc(NC(=S)NC(=O)/C=C/c2ccc(Cl)cc2)n1	-28%	-9%	-3%	5%	-2%	-18%	-2%	-14%	0%
COc1ccccc1CCC(=O)N1CCC(n2nccc2NC(=O)CC(C)C)CC1	14%	-14%	1%	-9%	-9%	-20%	0%	0%	38%
O=C(NCCO)/C(=C\c1ccc(Br)cc1)NC(=O)c1cccs1	138%[activator]	-13%	11%	-7%	-9%	0%	1%	7%	-17%
COc1ccc(-c2noc(CCC(=O)N3CCN(c4cccc(OC)c4)CC3)n2)cc1	5%	-18%	-13%	-18%	.	?	.	.	.
CC(=O)c1c(C)[nH]c(C(=O)OCC(=O)NCc2ccc(Cl)cc2)c1C	-14%	-13%	2%	-3%	-4%[12.7 µM]	4%	.	1%	.
CCn1c(=O)c(C2=NS(=O)(=O)c3ccccc3N2)c(O)c2ccccc21	.	.	25%	.	-17%[12.7 µM]	.	-3%	-6%	-1%
CCOC(=O)N1CCN(C(=O)c2cc3cc(C)ccc3[nH]2)CC1	5%	-5%	17%	1%	-5%	-9%	-6%	-16%	26%
Cc1ccccc1NC(=O)c1sc2nc[nH]c(=O)c2c1C	-12%	-3%	0%	-7%[60.1 µM]	5%	-21%	3%	13%	19%
NC(=O)CSc1nc2cc([N+](=O)[O-])ccc2n1-c1cccc(C(F)(F)F)c1	7%	?	2%	-10%	-26%	-25%	1%	-2%	7%
CC1=C(C(=O)Nc2ccc(Cl)cc2)C(c2ccc(C(F)(F)F)cc2)n2nnnc2N1 (stereo not given)	9%	-8%	.	0%	-5%[59 µM]	-25%	-6%	-18%	1%
COCCN1C(=O)c2[nH]nc(-c3ccccc3O)c2C1c1ccc(OCc2ccccc2)c(OC)c1 (stereo not given)	16%	?	.	-10%	-37%[59 µM]	?	-16%	?	-17%
Cc1ccc(OCCC(=O)NNC(=O)c2ccccc2F)cc1	42%[activator]	-25%	-11%	-8%	25%[2.33 µM]	-13%	.	19%	.
COc1ccc(CCNC(=O)CCCn2nc(C)c3sc4ccccc4c3c2=O)cc1OC	-13%	-13%	.	-43%	?	-35%	1%	?	35µM*
Cc1c(Cl)cccc1NC(=S)N1CCN(S(=O)(=O)c2cccs2)CC1	180%[activator]	-4%	-3%	-13%	8%	-20%	-8%	-25%	?
Cc1ccc2oc(=O)c3cnn(CC(=O)Nc4cc(-c5cccc(F)c5)no4)c3c2c1	-7%	-9%	-1%	-2%	?	-1%	-3%	-3%	3%

Reformatted with values under each structure: 5 of the compounds above
Sequence of screens – Pol iota inh, POLH inh, APEX1 inh, POLK inh, G9a block, JMJD2A Tudor inh, BLM inh, BAZ2B inh, POLB inh
O=C(NCCO)/C(=C\c1ccc(Br)cc1)NC(=O)c1cccs1
  138%[activator], -13%, 11%, -7%, -9%, 0%, 1%, 7%, -17%
CCOc1ccc(Cl)cc1S(=O)(=O)NC1CCCC1
  -21%, -18%, -5%, -4%, ., -4%, -3%, -17%, 3%
O=C(Nc1ccc(Cl)cc1C(=O)NCC1CCCO1)c1ccco1 (stereo not given)
  15%, -17%, -1%, -6%, -5%[59 µM], 0%, 5%, ?, 32%[activator]
COc1ccc(OC)c(CCNc2ncnc3onc(-c4ccc(Cl)cc4)c23)c1
  -7%, -15%, ., 2%, -37%[59 µM], -20%, -2%, 1%[57.1 µM], 0%
COCCN1C(=O)c2[nH]nc(-c3ccccc3O)c2C1c1ccc(OCc2ccccc2)c(OC)c1 (stereo not given)
  16%, ?, ., -10%, -37%[59 µM], ?, -16%, ?, -17%

More compounds.
SMILES	Pol iota inh	POLH inh	APEX1 inh	POLK inh	G9a block	JMJD2A Tudor inh	BLM inh	BAZ2B inh	POLB inh
COc1ccc(-c2nc(C)ncc2-c2ccc(Cl)cc2)c(O)c1	23%	-8%	59%[activator]	-6%	5%	?	-1%	-6%	-7%
N#CCC(=O)Nc1ccc(C(=O)OCC(=O)N2CCN(C(=O)c3ccco3)CC2)cc1	45µM*	?	?	45µM*	.	?	.	.	.
CN(CC(=O)Nc1cccc(F)c1)C(=O)/C=C/c1cc(Br)ccc1OC(F)F	11%	-20%	8%	-2%	?	-10%	.	-28%	.
O=C(CC1C(=O)NCCN1CC(c1ccccc1)c1ccccc1)NCC1CCOCC1 (stereo not given)	24%	-16%	4%	-1%	.	-12%	0%	6%	3%
CC1CCCC2(C1)NC(=S)N(c1ccccc1)N2 (stereo not given)	22%	-18%	3%	-3%	?	79µM*	-2%	-4%	26%
O=C(Oc1cccc(Br)c1)c1cccnc1	3%	-10%	1%	-2%	31%[12.7 µM]	13%[57.1 µM]	1%	0%	24%
O=C(O)c1cccc(Cn2c(Cl)c(/C=N/NC(=O)c3ccccc3)sc2=O)c1	8%	?	3%	0%	31%[0.501 µM]	-2%	1%	-29%	42%
O=C(c1ccc2c(=O)n3c(nc2c1)CCCCC3)N1CCN(c2ccc(F)cc2)CC1	37%[activator]	-11%	2%	-12%	-32%	-17%	-1%	-16%	1%
O=C(COc1ccc(Cl)cc1Cl)NC(=O)c1ccccc1	30%	-10%	23%	13%	13%	-19%	-1%	1%	25%
Cc1cccc(NC(=O)C2CCCN2S(=O)(=O)c2ccc(Cl)cc2)n1 (stereo not given)	-5%	-1%	10%	0%	18%	-11%	-4%	-11%	10%
Cc1nc2cc(Cl)c(Cl)cc2nc1C	15%	3%	6%	-2%	-37%[12.7 µM]	3%	-1%	-17%	1%
O=c1c(F)cn(C2CCCO2)c(=O)n1Cc1c(F)cccc1Cl (stereo not given)	8%	3%	1%	-12%	6%[59 µM]	-10%	1%	-6%	-1%
CCOC(=O)NC(=O)COC(=O)c1ccc(Sc2ncn[nH]2)c([N+](=O)[O-])c1	139%[activator]	-16%	-1%	-6%	20µM*	-31%	-2%	79µM*	-10%
CCOc1ccc(NC(=O)CNS(=O)(=O)c2ccc(Br)s2)cc1	6%	-5%	.	-14%	-6%[59 µM]	-8%	-2%	4%	19%
Cc1nccn1-c1ccc(C(F)(F)F)cc1[N+](=O)[O-]	51%[activator]	-8%	-1%	1%	-5%	-3%	-1%	-18%	14%
Oc1cc(Cc2ccccc2)cnc1CN1CCCCC1	-10%	-10%	-5%	-12%	?	-14%	0%	?	9%
Cc1cc(C)cc(OCc2cc(=O)n3c(-c4ccccc4)csc3n2)c1	?	?	.	?	2%[59 µM]	?	-11%	79µM*	13µM*
C/C(=N\Nc1cccc2cccnc12)c1ccc[nH]1	140%[activator]	0%	-1%	-12%	-31%	?	-1%	?	2%
COc1cccc(CN(C)C(=O)c2ccc(S(=O)(=O)N3CCCC3)cc2)c1OC	7%	7%	-1%	-2%	-45%[59 µM]	-12%	-1%	6%	3%
c1ccc(-c2ncnc3nc4n(c23)CCC4)cc1	10%	-2%	-3%	-6%	12%[59 µM]	-11%	10%	-26%	18%
COC(=O)c1ccc2ccn(CC(=O)NC3CCCCC3)c2c1	26%	1%	15%	-1%	16%[2.33 µM]	5%	-3%	5%	24%
Cc1ccc(NC(=O)c2c(C(F)(F)F)nn(C)c2SCc2cccc(C(F)(F)F)c2)cc1C	9%	?	6%	-18%	50%[59 µM]	44%[activator]	-12%	7%	30%
CN(C)S(=O)(=O)c1cccc(C(=O)OCC(=O)Nc2sccc2C(N)=O)c1	?	20µM*	1%	?	7%	-29%	-1%	-8%	9%
CCSc1nnc(NC(=O)Cc2cc(OC)c(OC)c(OC)c2)s1	60%[activator]	1%	1%	-16%	8%	-1%	-4%	-16%	-22%
Cc1cccc(NC(=O)N2CCC(NC(=O)c3ccccc3C)CC2)c1	20%	-2%	-1%	-2%	-4%	-1%	0%	8%	8%
O=C(NN=C1CCCC1)c1n[nH]c2c1CCC2	49%[activator]	10%	-1%	-8%	1%	-9%	-1%	-33%	21%
CCC(=O)N1CCCc2cc(S(=O)(=O)N3CCN(C4CCCCC4)CC3)ccc21	10%	-15%	-3%	-3%	-32%	-8%	-3%	8%	-2%
COc1ccc(Cl)cc1C(=O)OCC(=O)NC(=O)c1cccn1C	1%	-10%	2%	-15%	23%	-10%	-3%	6%	-2%
